TTR transcr act = activators of transthyretin transcription. AID 1117267. activation, % at 16.7 µM. hit rate 1.3% among 92,000. SH-SY5Y TTR promoter Gaussia luciferase, luminescence; 100% = recombinant luciferase protein wells;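 active means activation above the mean of all tested compounds plus 3 SD, cut at about 9.5% in these data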;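 further: cells exposed to compounds for one day before reading; 0% = median of all test compound wells on the plate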
Numbers without * were called inactive.

SMILES	TTR transcr act
O=c1c2ccccc2cnn1Cc1n[nH]c(=S)n1-c1cc(Cl)cc(Cl)c1	0.5
Cc1cccc(C)c1NC(=S)NN1CCN(C)CC1	-2.4
O=C(COc1ccc(Cl)cc1Br)NC1CC1	0.5
CC1CN(CCOc2ccccc2-c2ccccc2)CC(C)O1 (stereo not drawn)	-1.1
Nc1ncc(Br)cc1S(=O)(=O)N1CCCCCC1	1.0
O=C(O)/C=C/c1cn(-c2ccccc2)nc1-c1cccc([N+](=O)[O-])c1	4.9
Cc1ccc(NC(=O)c2oc3ccccc3c2NC(=O)C2CCCO2)cc1C (stereo not drawn)	2.8
CCOCC(=O)Nc1c(C(=O)Nc2ccc(OC)cc2OC)oc2ccccc12	0.0
Nc1cc(S(=O)(=O)O)cc2ccc(S(=O)(=O)O)cc12	0.4
O=C(CNC(=O)c1ccccc1)NCC(c1ccco1)N1CCCC1 (stereo not drawn)	13*
Cn1c(COc2ccccc2)nnc1SCC(=O)Nc1ccc(N2CCOCC2)c(Cl)c1	2.6
CCCOC(=O)/C(=C\C=C\c1ccccc1)NC(=O)c1ccccc1	1.6
Cc1ccc(C)c(N2CCN(C(=O)CCCN3C(=S)NC(C)(C)CC3C)CC2)c1 (stereo not drawn)	-2.1
Cc1nc(N)[nH]c(=O)c1CCCNS(=O)(=O)c1ccc([N+](=O)[O-])cc1	4.3
CCN(CC)S(=O)(=O)c1ccc(O)c(C(=O)OCC(=O)Nc2cc(C)c(C)cc2[N+](=O)[O-])c1	-2.1
COc1cccc(Oc2ccc(N/C=C/C(=O)C(C)(C)C)cc2)c1	-1.4
Cc1ccc(F)cc1NC(=O)N1CCN(C2c3ccccc3-c3ccccc32)CC1	0.8
COCCn1c(SCc2ccccc2Cl)nc2c1c(=O)[nH]c(=O)n2C	-2.4
COC(=O)c1cc(S(=O)(=O)N2CCCC(C)C2)cn1C (stereo not drawn)	0.9
CCOC(=O)c1c(C)n(C)c2ccc(OC)c(NC(=O)CCN3CCC(Cc4ccccc4)CC3)c12	-1.0
O/N=C/c1ccnc(SCc2ccc(Cl)cc2)n1	-0.3
CCOc1ccccc1Nc1nc2ccccc2n2cnnc12	0.4
CCOC(=O)C1(CCCc2ccccc2)CCN(C(=O)c2cc(C)nn2CC)CC1	-3.4
O=C(Nc1nccs1)C1CC2CCC1C2 (stereo not drawn)	3.5

Shown in markdown: part of the list above.
| smiles | TTR transcr act |
| --- | --- |
| CCOc1ccccc1Nc1nc2ccccc2n2cnnc12 | 0.4 |
| CCOC(=O)c1c(C)n(C)c2ccc(OC)c(NC(=O)CCN3CCC(Cc4ccccc4)CC3)c12 | -1.0 |

Returning to the listing, repeating the three entries before the break.
SMILES	TTR transcr act
CCOc1ccccc1Nc1nc2ccccc2n2cnnc12	0.4
CCOC(=O)C1(CCCc2ccccc2)CCN(C(=O)c2cc(C)nn2CC)CC1	-3.4
O=C(Nc1nccs1)C1CC2CCC1C2 (stereo not drawn)	3.5
COc1ccccc1C(C#N)N1N=C(C)CC1(C)C (stereo not drawn)	2.6
Cc1cc(C)c2oc(=O)cc(CN3CCN(Cc4ccc5c(c4)OCO5)CC3)c2c1	-3.6
O=c1[nH]c2cc(S(=O)(=O)CCO)ccc2o1	-0.1
CCOC(=O)CSc1nnc(CNC(=O)c2cccs2)n1-c1ccccc1	2.7
O=C(CN1CCOCC1)Nc1cc([N+](=O)[O-])ccc1Cl	0.2
Cc1ccc2c(CN3CCN(Cc4ccc5c(c4)OCO5)CC3)cc(=O)oc2c1C	0.3
CCc1nnc(NC(=O)CSc2nc(-c3ccccc3)c(-c3ccccc3)o2)s1	-0.1
CC(C)(C)OC(=O)NNC(=O)NC12CC3CC(CC(C3)C1)C2	0.3
CC(=O)N1CCC(N2CCN(c3ccccc3F)CC2)CC1	-0.9
CCCC(C(=O)NC(C)(C)C)N(CC1CCCO1)C(=O)c1snc(C(N)=O)c1N (stereo not drawn)	-1.5
CCOC(=O)C(Sc1cc(C)nc(N)n1)C(C)=O (stereo not drawn)	1.3
O=C1c2ccccc2C(=O)N1CCSC(=S)N1CCOCC1	1.3

Sorted by molecular weight (rising): some entries from above
SMILES	TTR transcr act
O=c1[nH]c2cc(S(=O)(=O)CCO)ccc2o1	-0.1
CCOC(=O)C(Sc1cc(C)nc(N)n1)C(C)=O (stereo not drawn)	1.3
Cc1cc(C)c2oc(=O)cc(CN3CCN(Cc4ccc5c(c4)OCO5)CC3)c2c1	-3.6
CCCC(C(=O)NC(C)(C)C)N(CC1CCCO1)C(=O)c1snc(C(N)=O)c1N (stereo not drawn)	-1.5

Next section
SMILES	TTR transcr act
Cc1nc2ccc(NC(=O)CCS(=O)(=O)c3ccc(Cl)cc3)cc2s1	-2.2
CC(C)(C)S(=O)(=O)c1cnc2c(-c3ccsc3)cnn2c1N	2.2
S=C(NCCc1ccccc1)N/N=C/c1ccccc1Cl	-3.1
COC(=O)c1ccc(NC(=O)Nc2cccc(F)c2)cc1	-4.4
CCC1(C)Cc2c(sc3nnn(CC(=O)Nc4ccc(Cl)cc4)c(=O)c23)CO1 (stereo not drawn)	-2.8
CCN(CC)CCCNC(=O)C1CCN(C(=O)c2cc3sccc3n2Cc2ccc(F)cc2)CC1	-1.3
Cc1ccc(S(=O)(=O)N2C[C@]3(O)C[C@@H]4C(=O)N(c5ccccc5)C(=O)[C@@H]4C[C@]3(OC(=O)NC3CC3)C2)cc1	0.5
CCc1ccc(CN(C)Cc2nc(COc3ccccc3)no2)nc1	2.2
O=C(Nc1nc2ncccn2c1-c1ccc(F)cc1)c1ccc(F)cc1	-0.7
COc1ccccc1NC(=O)Cn1cnc2sc(C(=O)NCc3ccco3)c(C)c2c1=O	-0.8
O=C1CC(N2CCC(c3nc4ccccc4o3)CC2)C(=O)N1Cc1cccs1 (stereo not drawn)	-2.6
COc1cc([C@@H]2C[C@H]3CN(c4ccccc4)C(=O)[C@]34CCCN24)cc(OC)c1OC	-1.4
CCc1nnc(NC(=O)c2ccc(S(=O)(=O)N3CCCC(C)C3)cc2)s1 (stereo not drawn)	0.2
O=C(O)CSCc1nc2scc(-c3ccccc3)c2c(=O)[nH]1	-0.7
O=C(c1nc2n(n1)C(c1ccc(Cl)cc1)C=C(c1ccccc1)N2)N1CCOCC1 (stereo not drawn)	2.3
O=C(N/N=C/c1oc(O)c2ccccc12)c1ccccc1	2.9
Cc1nc(C)c(-c2nnc(-c3cccc(S(=O)(=O)N(C)C)c3)o2)cc1C(=O)NN	-1.4
COc1ccc(OC)c(NC(=O)c2cccnc2Sc2ccccc2)c1	3.6
Cc1cccc(NC(=O)NNC(=O)c2sccc2-n2cccc2)c1	-0.9
CN(Cc1ccccc1)C(=O)CN1C(=O)C2C3C=CC(C3)C2C1=O (stereo not drawn)	-0.6
CN(C(=O)c1ccc(NC(=O)Cc2cccc([N+](=O)[O-])c2)cc1)C1CC1	0.7
CC(/C=C1\SC(=S)N(C(C(=O)O)c2ccccc2)C1=O)=C\c1ccccc1 (stereo not drawn)	-0.4
CCOc1ccc(C(=O)NC(=S)NC2CCCC2)cc1[N+](=O)[O-]	-2.1
CCCCn1c(SCC(=O)c2ccc(OC)cc2OC)nc2cc(S(N)(=O)=O)ccc21	-0.5
O=C(NC(=S)NN1CCCCC1c1cccnc1)c1ccc(Cl)cc1Cl (stereo not drawn)	-0.9
CCN(CC)CCN1C(=O)C(=O)/C(=C(/O)c2c(C)[nH]c(C(=O)OC)c2C)C1c1ccc(C)o1 (stereo not drawn)	1.4
CC(C)=C(c1ccc(Cl)cc1)c1c(N)ncnc1N	1.6
CCCOc1ccc(C(=O)OCC(=O)c2c(N)n(C)c(=O)n(C)c2=O)cc1OC	-0.3
Clc1ccccc1N1CCN(Cc2c[nH]c3ccccc23)CC1	0.3
O=C(CSCCS(=O)(=O)c1ccc(Cl)cc1)Nc1ccccc1	-0.7
COc1ccc2oc(C)c(NC(C)=O)c2c1	1.1
CCOc1ccc2nc(NC(=O)CN3C(=O)NC4(CCCC4)C3=O)sc2c1	1.4
C=CCNC(=O)/C(=C/c1ccco1)NC(=O)c1ccc(Br)o1	-0.5
Cc1ccccc1Nc1nc(Nc2ccccc2C)nc(SC2=NCCS2)n1	-2.9
COc1cccc(/C=N/NC(=O)c2cc3c(OC)cccc3[nH]2)c1O	0.4
CCn1cnc2cc(NCc3nc4ccccc4n3C)ccc21	-1.3
COc1ccc(-c2cc3ccccc3cn2)cc1	3.4
O=C(CS(=O)(=O)Cc1ccccc1)Nc1ccccc1Cl	0.4
O=C(Nc1ccc2[nH]ncc2c1)c1ccc(F)cc1	-1.3
CCOCCCNC(=O)c1ccc(-n2c(=S)[nH]c3ccccc3c2=O)cc1	-1.0
O=C1c2ccccc2NC(c2cccc(Cl)c2)N1N=C1CCCCCC1 (stereo not drawn)	1.1
CCCCC(=O)Nc1ccc(NCc2ccc(C)s2)cc1	0.6
CCC1=NN2C(=N)/C(=C\c3ccc(SCc4ccco4)o3)C(=O)N=C2S1	-1.9
COC(=O)[C@]12C[C@H](CC(=O)N3CCN(C(=O)C4CC4)CC3)C(=O)N(Cc3ccco3)C1=C[C@H](C1CCCC1)O[C@@H]2C	0.3
CC(C)NC(=O)C1CCN(C2CCN(Cc3ccc4cccc(F)c4n3)CC2)CC1	2.9
CCCOc1ccc(-c2cn3ccccc3n2)cc1	-3.2
CCOC(=O)C1=C(N)c2ccccc2CC1C1CCCC1 (stereo not drawn)	-0.5
Cc1sc2nc(SCCO)n(-c3ccccc3)c(=O)c2c1C	3.0
CC(Sc1nnc2ccccn12)C(N)=O (stereo not drawn)	2.1
N/C(=N/O)c1ccccc1N1CCC(Cc2ccccc2)CC1	-1.7
CCN(Cc1nc(-c2cccc(C)c2)no1)C(=O)c1ccco1	0.0
Cc1cccc(C(=O)NCC(=O)OCC(=O)c2cc(C)n(CC3CCCO3)c2C)c1 (stereo not drawn)	-1.3
CCOC(=O)COc1nc(N(C)C)nc(N(C)C)n1	3.0
COc1ccc(NC(=O)CNC(=O)c2cccs2)cc1Cl	1.4
NC(=O)c1ccc(SCC(=O)NC2CCCCC2)c([N+](=O)[O-])c1	-0.5
Cc1cc(C)c(NC2=CC(=O)CC(C)(C)C2)c(C#N)c1	0.9
COc1ccc(OCc2nnc(SCC(=O)Nc3cccc(C(C)=O)c3)o2)cc1	2.0
Cc1cc(C)c(-c2csc(NC(=O)C3=NN(c4ccccc4)C(=O)CC3)n2)c(C)c1	-1.0
C/C=C/C1=CC(=O)C[C@H](c2ccc(Cl)cc2)C1	-1.0
COc1ccc(NC(=O)CN2C(=O)NC3(CCCCC3C)C2=O)cc1S(=O)(=O)N1CCOCC1 (stereo not drawn)	-0.9

Entries from the list above that have a COOH group (3):
SMILES	TTR transcr act
O=C(O)/C=C/c1cn(-c2ccccc2)nc1-c1cccc([N+](=O)[O-])c1	4.9
O=C(O)CSCc1nc2scc(-c3ccccc3)c2c(=O)[nH]1	-0.7
CC(/C=C1\SC(=S)N(C(C(=O)O)c2ccccc2)C1=O)=C\c1ccccc1 (stereo not drawn)	-0.4

Further structures:
SMILES	TTR transcr act
Cc1nnc(SCc2cccc3ccccc23)s1	-2.3
N#CCc1nc2ccc(S(=O)(=O)N3CCOCC3)cc2s1	-0.6
COc1ccc(-c2oc3cc(OC)c(O)c(OC)c3c(=O)c2OC)cc1O	-2.2
Cn1nnnc1SCC(=O)Nc1nc(-c2ccccc2)c(-c2ccccc2)o1	-2.8
CC(Cl)C(=O)Nc1ccccc1C#N (stereo not drawn)	0.2
O=C(c1ccco1)[C@@H]1[C@@H]2C(=O)N(c3ccc(Br)cc3)C(=O)[C@@H]2C2c3ccccc3C=CN21 (stereo partly drawn)	4.4
COc1ccccc1C(=O)Nc1cccc(SC)c1	0.0
CC(=O)N(c1ccc2oc(=O)sc2c1)S(=O)(=O)c1ccccc1	-1.9
Cn1cc(CNCc2ccc(-n3cccn3)cc2)c(-c2ccccc2F)n1	-0.3
CCCn1nnnc1SCC(=O)NCc1cccs1	-0.9
CCOc1ccc(-c2ncncc2-c2ccc(OC)cc2)c(O)c1	-0.3
O=c1[nH]c2cc([N+](=O)[O-])ccc2c2ccccc12	0.4
COC(=O)CSc1nc2c(c(=O)n(C)c(=O)n2C)n1CCCc1ccccc1	4.3
COc1ccc(-n2c(=O)cc(N3CCN(c4ccccc4F)CC3)[nH]c2=O)cc1	0.9
CCN(CC)S(=O)(=O)N1CCC(C(=O)NC2CCCc3ccccc32)CC1 (stereo not drawn)	-1.0
O=C1N[C@H](Cc2ccccc2)CO1	0.0
CCn1c(SCC(=O)N2CCCCC2C)nc2ccsc2c1=O (stereo not drawn)	-2.4
Cc1cc(C)c2cc(C(=O)N(C)C3CCN(C)CC3)[nH]c2c1	3.6
CCn1nc(C)cc1C(=O)Sc1ccc(Cl)cc1Cl	1.1
CCCOc1ccc(N2CC(C(=O)NC3=NCCS3)CC2=O)cc1 (stereo not drawn)	1.3
O=c1c2cnn(-c3ccccc3)c2ncn1Cc1ccco1	-2.6
O=C(NCc1cccnc1)c1cc(C2CCCN(C(=O)c3cccc(O)c3)C2)on1 (stereo not drawn)	0.0
COc1ccc(CCNC(=O)[C@H](C)N2C(=O)N3CCc4c([nH]c5ccccc45)[C@@]3(C)C2=O)cc1OC	-2.2
COC(=O)c1ccc(N2C(=O)CC(SCC(=O)Nc3ccc(OC)cc3)C2=O)cc1 (stereo not drawn)	0.4
CCOc1ccc(NC(=O)C2CCCN(S(C)(=O)=O)C2)cc1 (stereo not drawn)	-1.4
CCN(C(=O)CSc1nnc(-c2cccs2)n1CC)C1CCS(=O)(=O)C1 (stereo not drawn)	-2.2
CC(C)(C)NC(=O)C(c1ccccc1)n1c(=O)c(-c2ccco2)nc2ccccc21 (stereo not drawn)	0.6
CCCNC(=O)NC(=O)COC(=O)c1ccc(S(=O)(=O)N(C)c2ccccc2OC)cc1	-0.2
COc1ccc(NC(=O)C2CCN(c3cnccn3)CC2)cc1Cl	1.5
CCOC(=O)C1=C(C)NC(c2cccs2)C(=O)N1 (stereo not drawn)	-2.5

Bioassay records: PubChem, The Scripps Research Institute Molecular Screening Center

The list is partial. The share of hits here may be higher or lower than overall.
